Nrf2 ARE act = activates Nrf2 signaling; AREc32 ARE-luciferase reporter (MCF7-derived line), luminescence, 24 h; Potency, µM (titrated, usually from 46.1 µM), for the others: top-dose activation, most hits filed as activators; 410,000 compounds, 0.31% hits; further: potency means the concentration at half of the fitted maximal effect; % of control where 0% means no effect; nearly all actives have a fitted effect of over 65% in size
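Luciferase luminescence (Steady-Glo, 30 min at room temperature) served as the read-out of ARE activation in AREc32 cells treated with compounds for 24 hr at 37 deg C.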
HepG2 tox = kills HepG2 cells in TGF-b inhibitor counter-screen; HepG2 CAGA-GFP viability, ATP luminescence, 18 h; 410,000 compounds, 0.76% hits; AID 588856; Potency, µM (series often up to 46.1 µM), inactives show at the highest dose activity change, negative = cytotoxicity, hits mostly cytotoxic; further: potency means the concentration at half of the fitted maximal effect; some results filed as inactive show a strong effect at the top dose
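CellTiter-Glo luminescence gave cytotoxicity after 18 hours at 37 degrees C. The cells were HepG2 CAGA-GFP in 1% FBS DMEM, stimulated with 500 pg/mL TGF-beta after compound addition. %Activity was normalised to no-cell wells (complete cell-killing) and DMSO (no toxicity), and curves were fitted and classified.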
MmCpn inh = inhibitors of Methanococcus maripaludis chaperonin (MmCpn); purified Mm-Cpn ATPase, ADP Transcreener TR-FRET; Potency, µM (titrated, usually from 76.9 µM), for inactives: at the top dose activity, negative = inhibition, actives largely listed as inhibitors; 330,000 compounds, 0.031% hits; AID 504842; further: potency means the concentration at half of the fitted maximal effect; on the % scale 0 is the no-effect control and ±100 the full control effect; nearly all actives have a fitted effect of over 80% in size
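25 nM Mm-CPN + cpd, 10 min 37°C; + 10 uM ATP, 30 min 37°C; buffer 30 mM Tris pH 7.4, 100 mM KCl, 5 mM MgCl2, 1 mM DTT; Transcreener ADP HTRF detection 30 min RT.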
TGFb SMAD3 inh = inhibitors of TGF-b signaling; HepG2 CAGA-GFP TGF-b/SMAD3 reporter, GFP fluorescence, 18 h; TGF-beta stimulated, 500 pg/mL final; Potency, µM (top dose mostly 46.1 µM), for the others: at the highest dose activity, negative = inhibition, usual class: inhibitors; 410,000 compounds, 1.2% hits; AID 588855; further: potency means the concentration at half of the fitted maximal effect; on the % scale 0 is the no-effect control and ±100 the full control effect; nearly all actives have a fitted effect of over 65% in size
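HEPG2 CAGA-GFP, 1000 cells/well; 2 h settle, 37 C; cpd via pin tool; TGF-b 500 pg/mL final; 18 h, 37 C; GFP imaging ex488/em500-530; %Activity normalised to -TGF-b and +DMSO controls; CRC fit, curve class.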
A549 viability = counter-screen for Nrf2 inhibitors: cytotoxicity in A549 cells; Potency, µM (highest dose often 46 µM), for the others: at the highest dose activity change, negative = cytotoxicity, hits mostly inhibitors; 390,000 compounds, 0.16% hits; A549 ARE-Fluc cells, CellTiter-Fluor viability, 18-24 h; AID 504648; further: potency means the concentration at half of the fitted maximal effect; on the % scale 0 is the no-effect control and ±100 the full control effect
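A549 ARE-Fluc cells in 5% FBS OPTI-MEM, 5000 cells/well, rested 2 h then exposed to compounds in concentration-response for 18-24 h at 37 °C. Viability by CellTiter-Fluor fluorescence (Ex 405/Em 525) after 30 min; luciferase luminescence (BugLite, 15 min, RT) read afterwards.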
S2 tox = cell viability loss in ATXN counter-screen; S2 cells (HEK-293 line with an ATXN2-luciferase reporter) viability, CellTiter-Fluor protease fluorescence, 24 h; Potency, µM (highest dose often 56.7 µM), usual class: cytotoxic; 400,000 compounds, 0.49% hits; further: potency means the concentration at half of the fitted maximal effect; nearly all actives have a fitted effect of over 40% in size
CCT modulator = changes cytosolic chaperonin activity; purified chaperonin ATPase assay, HTRF ADP detection, 30 min; activity change, % (concentration not given with the values), hits read low; 360,000 compounds, 0.3% hits; AID 651819; in the data active means activity change below about -30%; further: on the % scale 0 is the no-effect control and ±100 the full control effect
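Enzyme 40 or 20 nM (batch-dependent) in Tris pH 7.4/KCl/MgCl2/DTT; cpd 76 uM single point; ATP 10 uM; 30 min 37 °C; Transcreener ADP HTRF detection, 30 min RT; ratio 665/615.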
Akt phos inh = inhibitors of Akt phosphorylation. Neuro2A IGF-stimulated pAkt S473 HTRF, 20 min; hits give low values. activity change, % for hits at 50 µM. 360,000 compounds, 0.32% hits. AID 651550; in the data active means activity change below about -80%; inconclusive means mostly about -51% to -80%; further: on the % scale 0 is the no-effect control and ±100 the full control effect
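Single-point screen (50 µM final compound) in Neuro2A cells stimulated 20 min with 6 nM IGF at 37 deg C. After lysis, Ser473-phosphorylated Akt read by HTRF (ex 330 nm, em 615/665 nm) as the 665/615 ratio.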
Nrf2 inh = Nrf2 pathway inhibition; 360,000 compounds, 2.1% hits; AID 504444; A549 ARE-Fluc reporter, luciferase luminescence, 18-24 h; Potency, µM (highest dose often 46 µM), inactives show at the top dose activity change, negative = inhibition, actives largely listed as inhibitors; further: potency means the concentration at half of the fitted maximal effect; on the % scale 0 is the no-effect control and ±100 the full control effect; nearly all actives have a fitted effect of over 60% in size
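A549 ARE_Fluc cells (5000/well, 5% FBS OPTI-MEM) pre-incubated 2 h, then treated with compounds 18-24 h at 37C/5% CO2 in concentration-response. CellTiter-Fluor viability read first; BugLite luciferase luminescence after 15 min at room temperature gives Nrf2 activity.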
An asterisk follows results filed as active; i = inactive; ? = inconclusive; nt = no result given; [ ] = dose if it differs, or a comment. Unless noted, the call rests on the fitted dose curve; in most records, active means well fitted curve in the direction sought with a large enough effect; inconclusive means small, poorly fitted or top-dose-only effect, or another doubt; inactive means no such curve, though single readings can be large; an effect the other way counts as inactive or inconclusive. Outcome played no part in choosing rows. Share with any hit: about 4.4%.

SMILES	Nrf2 ARE act	HepG2 tox	MmCpn inh	TGFb SMAD3 inh	A549 viability	S2 tox	CCT modulator	Akt phos inh	Nrf2 inh
N#Cc1ccc(-c2nc3ccc(Br)cn3c2Cc2ccsc2)cc1	2.9%	-63%	nt	-7%	nt	i	3.1	i	nt
CC(C)C(=O)Nc1cccc(C(=O)Nc2nnc(C(C)(C)C)s2)c1	0.1%	5%	0%	-7%	-9%	i	-0.1	i	-15%
COc1ccc(NC(=O)NCCc2c(C)nn(C)c2C)c(OC)c1	-1.0%	5%	nt	12%	3%	i	nt	nt	nt
Cc1nc2ncnn2c(C)c1Cc1cccc(C(F)(F)F)c1	-0.5%	7%	3%	-11%	-2%	i	-0.8	i	?
COc1ccc(NC(=S)N2CCC(c3nc4ccccc4o3)CC2)c(OC)c1	-0.9%	1%	3%	14%	2%	i	2.9	i	-14%
CC(Oc1cccc(Cl)c1)C(=O)Nc1cc(S(=O)(=O)N2CCCCC2)ccc1N1CCOCC1 (centres undefined)	0.7%	3%	-2%	-9%	-5%	i	-2.5	i	?
COc1ccc(CN2CCNC(=O)C2CC(=O)N(C)C2CCOCC2)c(F)c1 (centres undefined)	0.4%	-5%	1%	0%	-11%	i	-2.1	i	6%
Cc1ccc(NC(=O)Cc2ccc(-c3ccccc3)cc2)nc1	-0.5%	-7%	-6%	?	-18%	i	-2.3	i	7%
COc1ccc2oc(C(F)(F)C(F)(F)F)cc(=O)c2c1	-1.0%	3%	0%	-10%	0%	?	-0.8	i	0%
O=C(CCc1nnc2ccc(NCc3ccccc3Cl)nn12)NC1CCCC1	2.5%	7%	0%	3%	3%	i	1.1	i	4%
C=CC[C@H](CC(=O)OC(C)(C)C)C(=O)OC[C@H]1CCCN1C(=O)[C@H](CC=C)CC(=O)N(CCO)Cc1ccccc1	3.3%	-31%	2%	-29%	-14%	i	-1.2	i	7%
COC(=O)c1cc(C(=O)OC)cc(N2C(=O)CC(NNC(=O)c3ccccc3Cl)C2=O)c1 (centres undefined)	0.0%	3%	-2%	6%	1%	i	2.0	i	4%
CCc1ccc2[nH]c(=O)c(C(c3nnnn3CCOC)N3CCN(c4ccccc4F)CC3)cc2c1 (centres undefined)	0.3%	14%	1%	-2%	-1%	i	-2.8	i	-19%
COc1cc(C(=O)NCC(c2cccs2)S(=O)(=O)c2ccc(F)cc2)cc(OC)c1OC (centres undefined)	6.3%	-19%	nt	-2%	20%	i	nt	nt	nt
O=C(CCC(=O)Nc1nnc(C2CCCCC2)s1)NCc1cccs1	-0.8%	3%	1%	3%	8%	i	1.9	i	5%
O=C(CN(Cc1ccc2c(c1)OCO2)C(=O)c1cnsn1)NC1CCCC1	0.2%	0%	-1%	-2%	-9%	i	-1.4	i	-14%
CC(C)c1cc(C(=O)N/N=C/c2ccco2)n[nH]1	-0.3%	9%	1%	1%	0%	i	-1.4	i	?
COc1ccccc1CNc1nc(NC(C)C)nc2ccsc12	-0.5%	-11%	nt	?	nt	i	1.0	i	nt
CC(=O)c1ccc(NC(=O)c2ccc(COc3ccccc3[N+](=O)[O-])o2)cc1	0.3%	-11%	0%	?	-3%	i	-1.8	i	-30%
COc1ccc(/C(C)=N/NC(=O)c2nnn(-c3nonc3N)c2CN(C)c2ccccc2)cc1	0.4%	9%	-4%	5%	-13%	?	-1.1	i	16µM*
O=C(Nc1nnc(-c2cccs2)o1)c1ccco1	24%	-1%	0%	-14%	1%	i	1.5	i	-5%
Cc1cn([C@H]2C[C@H](O)[C@@H](CNC=O)O2)c(=O)[nH]c1=O	-0.1%	-12%	nt	2%	nt	i	-1.3	i	nt
COc1ccccc1OCC(=O)NNC(=S)NC(=O)c1ccco1	?	6%	-6%	?	-8%	i	-3.4	i	nt
Cc1ccc(CN2CC(C(=O)Nc3ccccc3N3CCCC3)CC2=O)cc1 (centres undefined)	-0.1%	-4%	-1%	-11%	-8%	i	-0.6	i	-10%
COc1cccc(OC)c1C(=O)Nc1sc2c(c1C(N)=O)CCN(Cc1ccccc1)C2	-0.7%	-20%	1%	9%	-5%	i	-1.0	i	-4%
(cont.)
SMILES	Nrf2 ARE act	HepG2 tox	MmCpn inh	TGFb SMAD3 inh	A549 viability	S2 tox	CCT modulator	Akt phos inh	Nrf2 inh
CCOC(=O)c1c(-c2ccccc2Cl)csc1NC(=O)CSc1nc(C)cc(=O)[nH]1	0.3%	-11%	-11%	-25%	10%	i	-2.8	i	-9%
CCn1c(O)c(C(C#N)=C2N=c3ccccc3=N2)c2ccccc21	3.0%	11%	1%	11%	5%	i	-0.8	i	nt
COc1ccc(-n2nnnc2SCC(=O)Nc2ccccc2N2CCOCC2)cc1	0.3%	-29%	-2%	-5%	0%	i	-0.3	i	-10%
O=C1CCCC(O)=C1C=NCCc1ccccc1	-1.0%	-2%	0%	-4%	-6%	i	-1.1	i	12%
Cc1ccc(C(=O)NC(C)c2ccccc2)cc1S(=O)(=O)N1CCOCC1 (centres undefined)	-0.6%	9%	3%	5%	2%	i	-3.0	i	1%
COc1ccc(S(=O)(=O)N2CCN(C(=O)[C@@H]3CCCN3C(=O)c3cccs3)CC2)cc1	-0.2%	-17%	-1%	17%	-11%	i	-4.7	i	-12%
CC1CN(C2=Nc3cccc4cccc2c34)CC(C)O1 (centres undefined)	3.3%	-24%	-3%	8%	0%	i	1.0	i	8%
CCn1c(=O)cc(SCC(=O)NCCc2ccc(Cl)cc2)c2ccccc21	4.9%	-37%	nt	-36%	-6%	i	nt	nt	-4%
O[Si](CCCN1CCCCC1)(c1ccc(F)cc1)C1CCCCC1 (centres undefined)	6.3%	-42%	2%	35%[activator]	1%	i	-2.4	i	3%
CCN1/C(=C2/SC(=S)N(C)C2=O)C=Cc2cc(C)ccc21	-0.3%	9%	nt	14%	5%	i	0.5	i	7%
Cc1ccc(S(=O)(=O)CCC(=O)Nc2ccc(F)cc2)cc1	-0.8%	-4%	?	-3%	2%	i	-1.1	i	-2%
Cc1ccn2cc(-c3cccc(S(=O)(=O)N4CCCCC4)c3)nc2c1	-0.5%	-21%	-3%	-27%	4%	i	0.0	i	-8%
CCOc1ccc(NC(=O)c2nnn(CC(=O)Nc3ccccc3OC)c2N)cc1	2.0%	-18%	-1%	0%	-6%	i	-1.5	i	4%
CC1CN(Cc2cnc(Cl)s2)CC(C)O1 (centres undefined)	-0.2%	1%	-1%	2%	5%	nt	1.6	i	3%
CCc1ccccc1Nc1ncnc2c1cnn2-c1ccc(C)cc1C	5.4%	-30%	nt	?	-9%	i	nt	nt	nt
COc1cnc(-c2ccccn2)nc1Oc1ccc(Cl)cc1	0.3%	-40%	-7%	13%	-6%	i	3.1	i	?
CCOCCc1nn2c(=O)cc(COC(=O)c3ccco3)nc2s1	3.0%	-1%	nt	0%	4%	i	nt	nt	26%
O=C(Nc1ccc[n+](CC(=O)c2cccc3ccccc23)c1)c1ccccc1	0.6%[9.22 µM]	-75%	0%	?	?	i	-0.5	i	-10%
CCCn1nnc(NC(=O)Cc2ccccc2)n1	1.4%	2%	-2%	-4%	2%	i	0.0	i	11%
CC(C(=O)Nc1ccc(F)c(Cl)c1)N1Cc2ccccc2C1=O (centres undefined)	0.9%	-19%	nt	?	-1%	nt	nt	nt	0%
COc1cc(=O)[nH]c(=O)n1CC(=O)c1ccccc1	-0.2%	3%	1%	-1%	2%	i	-0.5	i	nt
Cc1ccc(C)c(CN2C(=O)c3ccccc3S(=O)c3ccc(C(=O)N4CCN(c5cccc(Cl)c5)CC4)cc32)c1 (centres undefined)	-0.6%	-26%	nt	?	-6%	i	nt	nt	3%
CCCOc1ccc(C2C3=C(CCCC3=O)N(CC(=O)O)C3=C2C(=O)CCC3)cc1OCC	-0.3%[9.22 µM]	0%	1%	7%	-15%	i	1.7	i	-9%
C=CCOc1ccccc1CN(C(=O)CCl)c1ccc2c(c1)OCO2	22µM*	-71%	-1%	?	2%	nt	1.6	i	4%
Cc1ccc(NC2CCCN(C(=O)c3cnsn3)C2)cc1C (centres undefined)	-0.1%	5%	0%	4%	12%	i	2.8	i	8%
C=C(C)Cn1c(CCNC(=O)C(C)C)nc2ccccc21	0.2%	-1%	0%	10%	0%	i	0.0	i	-6%
COc1ccc(N(CC(=O)NC2CCCC2)C(=O)Cn2nnc(-c3ccc(OC)c(OC)c3)n2)cc1	-0.3%	4%	1%	?	2%	?	-0.2	i	-9%

Laid out differently: results already given.
| Compound | Nrf2 ARE act | HepG2 tox | MmCpn inh | TGFb SMAD3 inh | A549 viability | S2 tox | CCT modulator | Akt phos inh | Nrf2 inh |
| --- | --- | --- | --- | --- | --- | --- | --- | --- | --- |
| CCOCCc1nn2c(=O)cc(COC(=O)c3ccco3)nc2s1 | 3.0% | -1% | nt | 0% | 4% | i | nt | nt | 26% |
| O=C(Nc1ccc[n+](CC(=O)c2cccc3ccccc23)c1)c1ccccc1 | 0.6%[9.22 µM] | -75% | 0% | ? | ? | i | -0.5 | i | -10% |
| CCCn1nnc(NC(=O)Cc2ccccc2)n1 | 1.4% | 2% | -2% | -4% | 2% | i | 0.0 | i | 11% |
| CC(C(=O)Nc1ccc(F)c(Cl)c1)N1Cc2ccccc2C1=O (centres undefined) | 0.9% | -19% | nt | ? | -1% | nt | nt | nt | 0% |
| COc1cc(=O)[nH]c(=O)n1CC(=O)c1ccccc1 | -0.2% | 3% | 1% | -1% | 2% | i | -0.5 | i | nt |
| Cc1ccc(C)c(CN2C(=O)c3ccccc3S(=O)c3ccc(C(=O)N4CCN(c5cccc(Cl)c5)CC4)cc32)c1 (centres undefined) | -0.6% | -26% | nt | ? | -6% | i | nt | nt | 3% |

Compound activity: PubChem BioAssay, National Center for Advancing Translational Sciences (NCATS)
